High-throughput results from PubChem BioAssay.
Myeloid diff 2 – compounds promoting myeloid differentiation | ER-HoxA9 myeloid progenitors, lysozyme-GFP differentiation, flow cytometry | calls only at 10 µM | actives 1% (n = 360,000) | AID 624256;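 active = normalized GFP-positive differentiation at or above the plate's own cutoff, the solvent-only control mean plus 3 SD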;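 also: cells exposed to compound for four days before flow analysis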
UTI89 phage lysis – protection from phage-mediated lysis, alamar blue read-out – E. coli UTI89, K1F phage, bacterial capsule biogenesis inhibitors (AID 488966) | E. coli UTI89 K1F phage lysis, alamar blue, 2 h; higher % means a stronger effect | one-dose inhibition, % at 100 µM; IC50 in µM for titrated hits | actives 0.02% (n = 340,000);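 active = phage lysis inhibition, versus mean bacterial control, above a set limit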;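 also: capsule biogenesis inhibitors block K1F phage lysis so surviving cells raise fluorescence; higher fluorescence means more inhibition of phage lysis; actives were called in the ten point dose series up to 300 µM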
TNAP activation fold – human TNAP enzyme activators, primary screen, biochemical, luminescent, no phosphate acceptor, uHTS (AID 1001). purified TNAP, luminescent activation assay, no phosphate acceptor; higher activation fold means a stronger effect. activation fold at 20 µM, or EC50 in µM where a hit was titrated. actives 0.03% (n = 200,000); in the data active = activation fold from about 3, or a potency from the dose series; inactive = the rest, 99 in 100 with activation fold below about 1.6; also: many of its hits are not listed in these tables
PhoP inhibition – inhibitors of PhoP regulon expression, primary screen, Salmonella Typhimurium, GFP reporter (AID 1863); S. Typhimurium PhoP-regulated promoter GFP reporter, 4 h; higher % means a stronger effect; one-dose inhibition, % at 50 µM; IC50 in µM for titrated hits; actives 0.16% (n = 300,000);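 active = inhibition over 29.93%, a cutoff 3 SD above the screen mean, later confirmed by dose response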;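 also: 0% = low Mg2+ inducing control and 100% = high Mg2+ repressing control; strong numbers were not always called active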
T cell modulator – T cell immune modulators affecting CD8 T cell-vesicle binding | 2C CD8+ T cell-vesicle binding, flow cytometry; active compounds read low | calls only at 7 µM | actives 0.068% (n = 330,000);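 active = response, share of CD8 T cells binding vesicles, and their 90th percentile fluorescence all below set limits, cut at about 80% in these data, passing the limit was not always enough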
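Also added: QL9-peptide-loaded Drosophila micro-vesicles bearing Ld, ICAM-1 and B7-1; Test system: purified 2C TCR transgenic mouse naive CD8+ T cells; Measured by: cytometric PE anti-B7-1 and Alexa647 anti-CD8 signals after 1% paraformaldehyde fixation; Timing: binding step 1.5 h, 37 °C, antibody labelling 20 min, ice.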
RSV antiviral HEp-2 – RSV antiviral activity via CPE protection, HEp-2 cells, primary 10 µM value included (AID 2391) | HEp-2 cells, RSV-induced CPE inhibition; higher % means a stronger effect | one-dose CPE inhibition, % at 10 µM; IC50 in µM for titrated hits | actives 0.13% (n = 310,000); in the data active = a potency from the dose series; also: strong numbers were not always called active
NTR1 agonist – agonists of NTR1, primary screen, imaging, U2OS cells, beta-arrestin-GFP, high content (AID 493036) | P30989 | activation, % at 20 µM | NTR1-U2OS beta-arrestin-GFP spot imaging, agonist mode | actives 0.17% (n = 330,000);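 active = activation at or above 40% of the spot to cytoplasm intensity ratio, with at least 20 cells analyzed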;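 also: 0% = DMSO without peptide and 100% = 100 nM NTR1 peptide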
Target sequence (P30989 whole entry, looked up): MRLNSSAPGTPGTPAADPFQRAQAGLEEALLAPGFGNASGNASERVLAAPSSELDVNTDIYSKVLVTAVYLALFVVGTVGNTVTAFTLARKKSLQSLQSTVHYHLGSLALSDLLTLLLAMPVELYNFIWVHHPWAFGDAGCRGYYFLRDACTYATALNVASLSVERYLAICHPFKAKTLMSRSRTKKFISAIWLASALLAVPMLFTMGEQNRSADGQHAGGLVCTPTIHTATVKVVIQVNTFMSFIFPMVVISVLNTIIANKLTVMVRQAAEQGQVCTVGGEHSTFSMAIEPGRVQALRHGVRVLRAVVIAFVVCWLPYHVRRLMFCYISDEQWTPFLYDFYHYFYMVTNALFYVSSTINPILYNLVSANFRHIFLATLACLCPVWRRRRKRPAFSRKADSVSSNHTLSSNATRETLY
Rac1 GTP hydrolysis – MgcRacGAP GTPase-activating activity inhibitors, confirmation, biochemical, ADP Hunter fluorescence. MgcRacGAP-stimulated Rac1 GTP hydrolysis, ADP Hunter fluorescence; higher % means a stronger effect; GST-tagged Rac1 F28L mutant substrate. actives 0.6% (n = 340,000). AID 624330. inhibition, % at 30 µM, or IC50 in µM where a hit was titrated;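 active = first-screen hits whose inhibition reached a set limit at any dose in the follow-up dose series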;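 also: fluorescence reports GDP produced by GAP-driven GTP hydrolysis; strong numbers were not always called active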
SV40 large T antigen – SV40 large T antigen inhibitors, biochemical (AID 1903). SV40 large T antigen ATPase/helicase inhibition assay; higher % means a stronger effect. one-dose inhibition, % at 20 µM; IC50 in µM for titrated hits. actives 0.39% (n = 310,000); in the data active = a potency from the dose series; also: strong numbers were not always called active
T cell modulator vesicle-bound % – further read-out of T cell modulator, marked with its call; double positive events, %; measured here: CD8+ vesicle-bound cell fraction;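 binding gate set so that unloaded-vesicle control wells show 10% double positive cells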
NTR1 agonist cell count 20 µM – also measured in NTR1 agonist; calls as there; cell count; measured here: cell count, cytotoxicity flag
Myeloid diff 2 GFP+ MAC1+ % – recorded beside Myeloid diff 2, whose call it bears; GFP+ MAC1+ double positive, %; measured here: differentiation confirmed by MAC1 staining
* = called active by the depositor; i = inactive; x = no result given; + = active, no number; & = joins results of further samples; [ ] = another dose, or the depositor's remark.

Value order – Myeloid diff 2	Myeloid diff 2 GFP+ MAC1+ %	UTI89 phage lysis	TNAP activation fold	PhoP inhibition	T cell modulator	T cell modulator vesicle-bound %	RSV antiviral HEp-2	NTR1 agonist	NTR1 agonist cell count 20 µM	Rac1 GTP hydrolysis	SV40 large T antigen
> Cn1c(=NC(=O)c2ccccc2[N+](=O)[O-])sc2cccc(F)c21
    i	0.1	1.3%[50 µM]	x	-5.6%	i	42.9	1.8%	1.1	58	9.2%	6.5%
> O=C(c1cnn2c(C(F)F)cc(-c3ccccc3)nc12)N1CCN2CCCC2C1 (stereo not given)
    i	0.6	3.2%	1.1	9.9%	i	12.3	2.5%	2.4	47	12.6%	-0.5%
> C=CCc1cccc2cc(C(=O)NC3CCCCC3)c(=O)oc12
    i	0.2	0.5%	1	-1.2%	i	55.7	5.9%	0.5	42	4.2%	-6.7%
> CCOc1ccc(-c2c(C(=O)N/N=C/c3ccc(OC)cc3)nnn2-c2nonc2N)cc1
    i	0.4	0.3%	1.1	-2.0%	+	0.2*	0.1%	4.6	42	5.4%	5.2%
> Cc1ccc(S(=O)(=O)NCCc2ccncc2)cc1C
    i	0.1	2.0%	1.1	-5.0%	i	61.8	-0.1%	-0.5	45	6.8%	7.5%
> COC(=O)c1ccccc1NC(=O)c1ccc2c(c1)OCCCO2
    i	0.7	0.0%[50 µM]	x	-6.1%	i	26.7	8.2%	6.3	62	5.2%	1.1%
> CC(C)c1ccc(NC(=O)/C(C#N)=C/c2ccncc2)cc1
    i	0.4	-0.3%	x	-0.4%	i	57.8	70.7%	0.3	47	7.1%	30.7%
> CCc1ccc(NC(=O)c2cnn(-c3ccccc3)c2C)cc1
    i	0.2	2.7%[50 µM]	1	3.5%	i	45.6	19.1%	1.3	61	2.7%	6.7%
> COc1cccc(C(=O)/C=C/Nc2ccc(S(=O)(=O)Nc3cnc4ccccc4n3)cc2)c1
    i	0.4	3.1%	1	-20.2%	i	43.0	3.5%	1.7	34	0.3%	8.7%
> Cc1cccn2c(=O)nc(SCC(=O)N3CCCCCC3)nc12
    i	0.4	1.4%[50 µM]	x	9.9%	i	49.3	0.8%	2.0	72	2.4%	1.5%
> O=C(CCC1CCN(Cc2ccc(C#CCCO)cc2)CC1)NC1CC1
    i	0.8	0.5%	x	-8.2%	i	53.1	0.3%	0.5	57	9.4%	8.0%
> Cc1ccc2c(CC(=O)NNC(=O)c3ccncc3)coc2c1
    i	0.5	1.3%[50 µM]	x	-12.3%	i	40.7	0.2%	-0.2	41	8.6%	21.1%
> CCc1cccc(Nc2c3c(nc4ncnn24)CCC3)c1
    i	0.2	-0.4%	1.1	5.7%	i	9.1	6.9%	-0.1	30	8.3%	-8.3%
> Cc1c(NC(=O)c2csc3c2CCCC3)c(=O)n(-c2ccccc2)n1C
    i	6.6	0.2%	x	0.1%	i	11.9	2.1%	-0.8	47	6.5%	7.0%
> CCn1c(SCC(=O)Nc2ccc3c(c2)OCCO3)nnc1-c1ccccn1
    i	0.7	-0.4%	1.1	-8.4%	i	12.0	1.1%	0.1	86	-0.9%	12.7%

The closing 6 entries of the section above open the next one:
Value order – Myeloid diff 2	Myeloid diff 2 GFP+ MAC1+ %	UTI89 phage lysis	TNAP activation fold	PhoP inhibition	T cell modulator	T cell modulator vesicle-bound %	RSV antiviral HEp-2	NTR1 agonist	NTR1 agonist cell count 20 µM	Rac1 GTP hydrolysis	SV40 large T antigen
> Cc1cccn2c(=O)nc(SCC(=O)N3CCCCCC3)nc12
    i	0.4	1.4%[50 µM]	x	9.9%	i	49.3	0.8%	2.0	72	2.4%	1.5%
> O=C(CCC1CCN(Cc2ccc(C#CCCO)cc2)CC1)NC1CC1
    i	0.8	0.5%	x	-8.2%	i	53.1	0.3%	0.5	57	9.4%	8.0%
> Cc1ccc2c(CC(=O)NNC(=O)c3ccncc3)coc2c1
    i	0.5	1.3%[50 µM]	x	-12.3%	i	40.7	0.2%	-0.2	41	8.6%	21.1%
> CCc1cccc(Nc2c3c(nc4ncnn24)CCC3)c1
    i	0.2	-0.4%	1.1	5.7%	i	9.1	6.9%	-0.1	30	8.3%	-8.3%
> Cc1c(NC(=O)c2csc3c2CCCC3)c(=O)n(-c2ccccc2)n1C
    i	6.6	0.2%	x	0.1%	i	11.9	2.1%	-0.8	47	6.5%	7.0%
> CCn1c(SCC(=O)Nc2ccc3c(c2)OCCO3)nnc1-c1ccccn1
    i	0.7	-0.4%	1.1	-8.4%	i	12.0	1.1%	0.1	86	-0.9%	12.7%
> COc1cc(/C=N/NC(=S)NC(C)C)ccc1OCC(=O)Nc1c(C)cc(C)cc1C
    i	0.6	-2.8%	1.1	1.2%	i	53.3	8.2%	17.3	29	7.3%	7.3%
> Cc1ccccc1NC(=O)c1cccc(NC(=O)c2ccco2)c1
    i	0.2	1.4%	x	10.0%	i	57.4	3.6%	-0.1	71	12.4%	-0.8%
> Cc1ccc2nc(-c3cccnc3)c(NC3CCCC3)n2c1
    i	0.4	1.5%	1.2	2.2%	i	43.7	2.8%	-0.6	64	3.3%	20.9%
> Cc1cc(C)cc(NC(=O)CN2CCN(C(=O)C3CCCO3)CC2)c1 (stereo not given)
    i	1.0	0.0%	x	-7.0%	i	12.5	0.3%	-0.7	67	4.6%	28.9%
> CC(NCCc1ccc(O)cc1)C(O)c1ccc(O)cc1 (stereo not given)
    i	5.0	-2.0%	1.1	0.4%	i	29.5	-2.4%	4.9	56	2.4%	17.7%
> COc1ccc(NC(=O)CSc2nc(N)cc(N)n2)cc1S(=O)(=O)N1CCCCC1
    i	0.8	0.4%[50 µM]	x	x	i	39.8	1.4%	1.0	52	8.0%	x
> COc1cc(C(=O)Oc2cc(C)cc(C)c2)cc(OC)c1OC
    i	0.5	0.4%	1	4.5%	i	55.0	3.2%	0.1	53	10.2%	7.8%
> C=CCOC(=O)C1=C(C)NC(C)=C(C(=O)OCC=C)C1c1ccc(O)cc1
    i	0.6	0.0%	1.1	x	i	14.4	2.1%	-0.4	74	11.0%	x
> CS(=O)(=O)c1ccc(Cl)c(NC(=O)CSc2nnc(C3CC3)n2C2CC2)c1
    i	1.1	1.2%[50 µM]	x	x	i	29.0	-0.1%	-0.4	56	6.4%	x
> COc1cc(S(=O)(=O)N2CCN(C(=O)c3ccccc3F)CC2)c(OC)cc1NC(C)=O
    i	0.8	0.4%	1	1.3%	x	x	x	x	x	7.9%	-2.4%
> Cc1ccc2[nH]c(O)c(N=O)c2c1
    i	0.3	0.2%	x	x	i	33.5	2.6%	1.6	66	7.7%	1.8%
> COc1cc(Cl)c(NS(=O)(=O)c2ccc(-c3ccc(=O)[nH]n3)o2)c(OC)c1
    i	6.0	0.3%	x	-8.6%	i	14.2	3.6%	0.8	67	11.4%	3.4%
> CCN(CC)S(=O)(=O)c1ccc2c(c1)N(CC(=O)NCC1CCCO1)C(=O)CO2 (stereo not given)
    i	4.0	2.6%	x	-1.9%	i	7.5	0.6%	-0.7	80	15.8%	6.6%
> Cc1cccc2cc(CN(C(=O)c3cnccn3)C3CCCCC3)c(Cl)nc12
    i	1.6	0.0%	1	4.0%	i	34.7	1.2%	4.9	53	2.7%	0.7%
> CCc1ccc(C(O)(CC(C)C)C(CN2CCOCC2)c2ccccc2)cc1 (stereo not given)
    i	0.2	1.6%[50 µM]	x	8.6%	i	32.3	2.8%	7.5	87	-8.3%	-2.7%
> COc1ccc(/C=C2/C(=O)N=C3SCCN32)cc1
    x	x	-0.5%	1.1	-0.7%	i	53.2	0.9%	-1.6	31	14.1%	9.2%
> CCOC(=O)c1ncn2c1CN(C)C(=O)c1cc(F)ccc1-2
    i	1.8	3.8%	1.1&1.1	-4.3%&1.2%	i	66.5	-0.1%	-0.7	75	5.4%	4.2%&6.0%
> COc1ccc(-c2ccc3oc(-c4ccc(OC)cc4)c(-c4cc(OC)c(OC)c(OC)c4)c3c2)cc1
    i	1.0	-0.7%	x	11.5%	i	15.0	-0.6%	-1.4	83	-5.6%	15.2%
> Cc1cc(C(=O)N2CCCC(N3CCN(c4cccc(Cl)c4)CC3)C2)no1 (stereo not given)
    i	0.6	1.4%[50 µM]	x	14.5%	i	23.5	-0.6%	-0.2	66	11.9%	31.4%
> COc1ccc(S(=O)(=O)Nc2ccc(NC(C)=O)cc2)cc1[N+](=O)[O-]
    i	0.2	1.5%	1	0.5%	i	55.5	-1.0%	2.5	55	3.9%	7.1%
> CC(C)N1C(=O)CC(Nc2ccc(N3CCOCC3)cc2)C1=O (stereo not given)
    i	0.8	0.5%	1.1	-5.1%	i	33.0	-1.9%	-1.9	93	23.8%	18.0%
> COc1ccccc1CNC(=O)COc1cccc(-n2cnnn2)c1
    i	0.4	0.9%[50 µM]	x	-6.7%	i	38.3	0.0%	2.2	44	5.9%	3.0%
> CCOC(=O)c1c(C)[nH]c(C)c1C(=O)CSc1nnc(-c2ccncc2)n1Cc1ccccc1
    i	1.3	-0.2%	1.2	-3.0%	i	60.5	4.0%	-0.5	40	11.0%	-5.7%
> Cc1nc(CS(=O)(=O)c2ccc(Cl)cc2)cc(N2CCOCC2)n1
    i	0.3	0.4%	1.1	-5.4%	i	28.2	-0.1%	0.6	42	-3.8%	24.8%
> CCCCOc1ccc(C(=O)N(C)CC(=O)Nc2ccc(C)cc2)cc1
    x	x	0.0%	x	1.0%	i	15.0	2.2%	-0.5	44	7.5%	6.8%
> CCN1CCN(C(c2cccs2)C(C)NC(=O)c2cccc(OC)c2OC)CC1 (stereo not given)
    i	6.5	-0.1%	1.1	9.8%	i	31.7	-0.4%	-1.9	61	8.1%	0.2%
> Cc1cc(OCCN2CCOCC2)ccc1[N+](=O)[O-]
    i	0.3	1.4%[50 µM]	1.2	8.1%	i	11.8	1.1%	-0.8	69	21.2%	14.0%
> N/C(COc1ccc(C(=O)O)cc1)=N\O
    i	0.3	0.2%	1.2	4.4%	i	43.8	1.0%	0.4	60	3.3%	0.1%
> Cc1cccc(Cc2c(C)[nH]c(=O)c(C#N)c2C)c1
    i	0.2	0.3%	1.1	-1.0%	i	26.5	13.5%	-0.5	37	2.9%	6.7%
